# SIAH1 antagonists: Siah-1 peptide-binding antagonists, primary screen, biochemical, fluorescence polarization, rhodamine-plectin, uHTS (AID 1817). E3 ubiquitin-protein ligase SIAH1 (Homo sapiens). Siah-1 / rhodamine-plectin peptide fluorescence polarization; higher % means a stronger effect. displacement, % at 20 µM; hits with a dose series show IC50 in µM. 290,000 compounds, 0.02% hits;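 active = displacement of at least 50% at 20 µM, with a fluorescence ratio check between 0.3 and a set limit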;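 note: plate controls were Siah plus tracer with DMSO for no effect and tracer alone without Siah for full effect; strong numbers were not always called active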
# Dynein transport: inhibitors of GR-EGFP nuclear translocation, primary screen, dynein cargo transport inhibitor project, imaging, high-content, 3617.4 mouse cells. z-score, hits read low. test concentration mostly 20 µM; stimulated with dexamethasone, 1 µM; stronger effect = lower value. 220,000 compounds, 0.47% hits;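 active = plate z-score of nuclear minus cytoplasmic receptor signal below a set negative limit, without overly bright fluorescence or cell loss, cut at about -3.5 in these data, passing the limit was not always enough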;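 note: z-score of nuclear minus cytoplasmic ring GR-EGFP intensity difference per well; some compounds called inactive have numbers as strong as hits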
#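 medium = tetracycline-free induction medium containing charcoal-stripped FBS | probe or stimulus = dexamethasone, 1.0 µM final | timing = 48 h induction, then 1 h compound, then 30 min agonist, 37 °C | detection = automated 10x imaging of fixed Hoechst-stained cells | read-out basis = nuclear versus cytoplasmic GR-EGFP signal, averaged per well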
# LYP phosphatase: inhibitors of LYP phosphatase, biochemical, fluorescence intensity, uHTS (AID 1779) | Tyrosine-protein phosphatase non-receptor type 22 (Homo sapiens) | recombinant LYP phosphatase, fluorescence intensity; higher % means a stronger effect | one-dose inhibition, % at 11.5 µM; IC50 in µM for titrated hits | 290,000 compounds, 0.054% hits;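 note: plate controls were vehicle with enzyme for no effect and no enzyme for full effect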
# P. falciparum M17LAP: P. falciparum M17LAP inhibitors, primary screen, biochemical, fluorogenic H-Leu-NHMec substrate, 1536-well (AID 1619). inhibition, % at 30 µM; hits with a dose series show IC50 in µM. recombinant M17LAP, H-Leu-NHMec fluorogenic kinetic assay; higher % means a stronger effect. 220,000 compounds, 0.38% hits;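 active = compound inhibiting the enzyme by more than half at any dose during confirmatory dose-response retesting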;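 note: plate controls were full reaction with DMSO carrier for no effect and no enzyme background for full effect; strong numbers were not always called active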
# human PMI inhibitors: human PMI inhibitors, high substrate, primary screen, biochemical, fluorescence intensity, high mannose 6-phosphate (AID 1220); Mannose-6-phosphate isomerase (Homo sapiens); recombinant PMI enzyme, coupled fluorescence intensity; higher % means a stronger effect; one-dose inhibition, % at 20 µM; IC50 in µM for titrated hits; 190,000 compounds, 0.66% hits
# XIAP antagonists: XIAP antagonists, biochemical, IAP family, fluorescence polarization (AID 1018); XIAP BIR domain, fluorescence polarization peptide displacement; higher % means a stronger effect; one-dose displacement, % at 20 µM; IC50 in µM for titrated hits; 200,000 compounds, 0.007% hits; in the data active = displacement above about 50%; note: a part of the inactive calls stands beside numbers as strong as those of hits
# M1AAP inhibition: P. falciparum M1AAP inhibitors, biochemical, fluorogenic H-Leu-NHMec substrate, 1536-well (AID 1445); one-dose inhibition, % at 30 µM; IC50 in µM for titrated hits; 220,000 compounds, 0.42% hits; Aminopeptidase N (Plasmodium falciparum (isolate 3D7)); recombinant M1AAP, H-Leu-NHMec fluorogenic kinetic assay; higher % means a stronger effect;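 active = primary inhibition above the hit cutoff, then over 50% inhibition at one or more dose response concentrations, cut at about 23% in these data, passing the limit was not always enough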;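 note: plate controls were DMSO full reaction for no effect and no enzyme background for full effect; strong numbers were not always called active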
# AID2073: inhibitors of Mint1-CaV2.2 protein interaction, biochemical, HTRF (AID 2073) | 290,000 compounds, 0.19% hits | one-dose inhibition, % at 20 µM; IC50 in µM for titrated hits | HTRF protein-protein interaction, Mint1-CaV2.2; higher % means a stronger effect; in the data active = inhibition mostly above about 51%, no sharp cut-off; note: some results filed as inactive read as strong as hits
# human PMI inhibition: inhibitors of human PMI, primary screen, biochemical, fluorescence intensity, coupled assay (AID 1209); purified PMI enzyme, coupled fluorescence intensity; higher % means a stronger effect; inhibition, % at 20 µM; hits with a dose series show IC50 in µM; 190,000 compounds, 0.42% hits;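 note: plate controls were DMSO vehicle for no effect and wells lacking substrate for full effect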
# Dynein transport cytoplasmic EGFP: second read-out of Dynein transport, no call of its own (marks repeat the call); z-score; measured here: cytoplasmic GR-EGFP intensity; stronger effect = higher value
# Dynein transport nuclear GR-EGFP: recorded beside Dynein transport, whose call it bears; z-score; measured here: nuclear GR-EGFP intensity;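 lower value marks the stronger effect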
# Dynein transport cell count: further read-out of Dynein transport, marked with its call; z-score; measured here: cell count per field
# * marks the source's active call; other numbers are inactive results; . = no result given. Cut-off read from the data, not from the text of the source, unless noted: active = inhibition above about 50%; inactive = the rest.
SMILES,SIAH1 antagonists,Dynein transport,Dynein transport cytoplasmic EGFP,Dynein transport nuclear GR-EGFP,Dynein transport cell count,LYP phosphatase,P. falciparum M17LAP,human PMI inhibitors,XIAP antagonists,M1AAP inhibition,AID2073,human PMI inhibition
O=C(Cc1ccccc1)c1c[nH]c(C(=O)O)c1,1.3%,0.979,-0.315,0.491,-1.31,0.3%,-8.0%,-5.4%,-7.0%,-1.0%,4.2%,-10.3%
Nc1nc(-c2cccnc2)nn1C(=O)c1ccc(Cl)cc1,8.4%,0.101,-0.281,0.327,-0.346,-6.4%,-4.7%,6.3%,-7.1%,7.4%,27.3%,-0.6%
O=C(Cc1c(C(=O)O)[nH]c2ccc(Cl)cc12)Nc1ccc2c(c1)OCCO2,3.1%,-0.205,-0.234,-0.13,0.189,-6.0%,49.6%,-8.7%,-5.7%,4.9%,-3.5%,-6.5%
Cc1csc(N2CCc3ccccc32)n1,-0.5%,0.652,-0.219,0.429,-0.0725,-7.2%,-4.5%,9.7%,-1.0%,1.0%,-10.3%,9.9%
CC(Sc1n[nH]c(N)n1)C(=O)C12CC3CC(CC(C3)C1)C2 (stereo unspecified),4.8%,1.42,0.111,1,-1.57,-4.6%,2.6%,4.2%,-10.7%,-6.8%,-1.2%,5.0%
CCN(CC)C(=O)COc1cccc2ccccc12,5.7%,0.305,-0.136,0.811,-0.224,-11.7%,3.2%,38.5%,-1.8%,1.0%,-5.1%,13.5%
COc1cc(OCC(N)=O)cc(OC)c1OC,-1.1%,1.77,0.000739,0.648,-0.985,-8.2%,-11.4%,7.1%,-0.1%,6.2%,-4.4%,4.5%
CCCCCCCSc1nnc(N)s1,-2.1%,-0.309,-0.125,-0.213,0.326,-8.2%,-2.5%,.,.,-1.7%,-0.3%,.
O=C(Nc1nccs1)c1ccc(-c2ccc(Cl)cc2Cl)o1,15.9%,-1.64,-0.248,-1.05,0.464,-1.3%,-5.0%,0.1%,-12.6%,9.5%,3.0%,2.4%
CC(C)c1ccc(-n2ccnc2SCC(=O)O)cc1,1.9%,-0.193,-0.344,0.109,0.537,-3.2%,-4.6%,2.7%,-5.3%,0.0%,-6.6%,-5.2%
COc1ccc(S(=O)(=O)NCC2CCC(C(=O)NCc3cccnc3)CC2)cc1 (stereo unspecified),-9.0%,0.479,-0.264,0.454,-0.0722,-11.6%,-7.9%,-6.7%,-3.7%,-1.3%,-7.2%,-10.9%
Cc1ccc(-c2nc3ccccc3s2)cc1NC(=O)c1ccc2c(c1)OCO2,-2.0%,1.72,-0.173,1.11,-0.674,-1.3%,-4.2%,1.8%,1.6%,1.4%,9.9%,-2.9%
O=S(=O)(N/N=C/c1cn(Cc2ccccc2)c2ccccc12)c1ccccc1,3.0%,0.38,-0.227,0.317,-0.191,3.9%,4.5%,18.5%,-4.7%,5.4%,1.9%,23.9%
O=C(Nc1ccc(Cl)c([N+](=O)[O-])c1)c1ccc2c(c1)OCCO2,10.6%,-0.405,-0.16,-0.192,0.302,1.4%,-13.3%,-0.3%,-4.1%,5.8%,0.7%,1.3%
O=C(COc1ccccc1C(=O)O)NC1CCCc2ccccc21 (stereo unspecified),2.9%,-0.314,-0.349,0.164,0.99,-9.1%,-8.6%,-3.0%,-4.2%,-7.4%,-1.9%,-8.5%
COc1ccc(CCN(C)CCC(=O)Nc2cc(C)ccc2C)cc1OC,0.5%,0.189,0.0171,-0.12,-2.06,-8.6%,2.7%,-10.1%,-5.5%,3.0%,-4.9%,-8.5%
Cc1ccc(-c2cc3c(n2-c2ccc(C(=O)O)cc2)CCCC3=O)cc1,-1.9%,-0.187,-0.268,-0.33,-0.0688,0.9%,10.0%,1.2%,-2.2%,-3.6%,14.1%,-10.8%
COc1ccc(/C=N/NC(=O)C2c3ccccc3Oc3ccccc32)c(OC)c1,-0.8%,1.12,-0.0543,0.497,-0.736,-1.7%,-8.0%,2.5%,-1.9%,4.3%,20.7%,6.2%
CC(=O)c1cccc(NC(=S)NC(=O)c2ccccc2Cl)c1,-1.3%,-0.27,0.0264,0.0922,-0.271,-8.3%,-8.7%,2.5%,-2.7%,2.1%,1.5%,5.0%
Cc1nn(Cc2ccc(Cl)cc2Cl)c(C)c1NC(=O)c1nc2n(n1)C(C(F)F)CC(C)N2 (stereo unspecified),1.1%,-0.947,-0.211,-0.322,1.61,-5.3%,21.6%,11.3%,-4.9%,3.1%,-8.0%,12.0%
CC(=O)c1ccc(N2CCN(C(=O)CCS(=O)(=O)c3ccc(C)cc3)CC2)cc1,2.4%,-1.41,-0.0872,-0.358,1.3,0.7%,-3.7%,-6.4%,-3.5%,8.7%,-6.4%,8.5%
Cc1ccc(-n2c(O)c(/C=N/c3ncn[nH]3)c3ccccc3c2=O)cc1,-0.3%,0.177,-0.209,0.296,0.422,1.5%,-0.7%,-4.0%,-5.4%,7.6%,14.2%,-8.2%
COc1cccc(CNC(=O)c2c[nH]n3c(=O)c(Cl)c(C)nc23)c1,0.6%,-0.168,-0.228,0.438,-0.0688,-3.5%,-33.5%,12.8%,-5.4%,17.8%,11.8%,-5.7%
Cc1cccc(N2CCN(S(=O)(=O)c3ccc(S(=O)(=O)N4CCCC4)cc3)CC2)c1C,2.7%,-1.14,-0.157,-0.301,0.923,-9.4%,0.7%,-4.9%,-1.1%,3.6%,-1.6%,-1.0%
COc1c(/C=N/NC(=O)c2ccncc2)c(CCN(C)C(C)=O)cc2c1OCO2,4.4%,-0.335,-0.19,-0.483,0.273,-6.7%,4.6%,.,.,4.7%,-0.4%,.
CCOC(=O)CSc1nnc(-c2ccc(S(=O)(=O)N3CCC(C)CC3)cc2)o1,2.8%,-0.0642,-0.199,-0.0315,0.3,-5.0%,1.3%,1.1%,-6.3%,4.1%,22.4%,2.3%
COc1cc(NC(=O)N2CCNC2=O)cc(C(=O)Nc2cccc(C(F)(F)F)c2)c1,-0.2%,-0.996,-0.775,-0.404,0.25,-0.7%,0.2%,.,.,6.8%,2.8%,.
O=C(C[n+]1ccc2c(c1)nnn2-c1ccccc1)c1ccc(Cl)cc1,-0.8%,-1.32,-0.224,-0.0689,-0.0416,0.3%,2.9%,.,.,8.8%,29.1%,.
Nc1ccccc1N1CCOCC1,2.0%,-0.52,-0.142,-0.162,0.607,-5.9%,-9.9%,-0.3%,-7.1%,3.1%,-3.7%,-2.2%
Cc1ccc(S(=O)(=O)Cc2sc3ccccc3[n+]2C)cc1,1.0%,-1.7,0.138,-0.8,1.06,-10.8%,-4.3%,-3.3%,-8.0%,15.2%,-32.5%,-9.0%
O=c1cc(Nc2ccc3c(c2)OCCO3)[nH]c(=O)n1-c1ccc(Cl)cc1,4.9%,-0.558,-0.119,-0.178,0.139,-0.4%,0.3%,8.0%,-8.4%,2.2%,5.7%,1.6%
O=C(Nc1cccc2ncccc12)c1ccc(F)cc1,9.6%,0.262,-0.234,0.183,0.287,-6.5%,8.3%,-3.4%,-6.8%,3.7%,-9.0%,7.4%
CC(=O)Nc1ccc(C(=O)OCC(=O)Nc2ccc([N+](=O)[O-])cc2C(F)(F)F)cc1,6.0%,-1.21,-0.244,-0.433,0.791,-5.4%,12.5%,-6.8%,-6.9%,0.1%,1.5%,-2.8%
O=C(CSc1n[nH]c(-c2ccco2)n1)Nc1sc2c(c1C(=O)Nc1ccccc1)CCCC2,-7.2%,-0.787,-0.105,-0.175,-1.04,-6.8%,22.9%,8.1%,0.5%,10.2%,6.4%,13.4%
CCCCCN(C(=O)NC(=O)Nc1cccc(C)c1C)S(C)(=O)=O,-5.4%,1.06,-0.36,0.755,-0.435,-8.1%,-5.9%,5.0%,-4.9%,6.5%,13.2%,-0.4%
NC(=O)N/N=C/c1cc(Br)ccc1OCC(=O)NCc1ccccc1,-2.7%,1.07,-0.275,0.592,-0.46,-5.4%,8.9%,11.0%,-2.8%,2.8%,0.6%,11.6%
Cc1cc(Br)cn2ccnc12,-4.2%,0.535,-0.22,0.909,0.127,-8.6%,-4.8%,-1.9%,-6.8%,-16.4%,2.7%,-0.2%
CC(C)(C)[C@H]1C=C(C(=O)NC2CC2)O[C@@H](OCc2ccc(CO)cc2)C1,-5.2%,1.89,-0.12,1.66,-2.09,-10.6%,8.4%,3.4%,-7.6%,1.1%,1.9%,4.3%
Cc1ccc(CN2C(=O)CCC2C(=O)NCCCN2CCOCC2)cc1 (stereo unspecified),-1.9%,-0.726,-0.0984,-0.689,1.29,-3.4%,4.8%,5.8%,-3.8%,1.4%,-9.7%,-0.1%
Cc1cc(C)nc(SCC(=O)N2CCC(C(N)=O)CC2)n1,4.9%,-0.764,-0.224,-0.399,1.03,-4.2%,-5.2%,14.3%,-7.4%,-0.3%,-6.0%,12.9%

# Taken from above:
# Value of CCCCCCCSc1nnc(N)s1 in M1AAP inhibition: -1.7%
# Value of Cc1cccc(N2CCN(S(=O)(=O)c3ccc(S(=O)(=O)N4CCCC4)cc3)CC2)c1C in Dynein transport cell count: 0.923
# Value of Cc1cc(Br)cn2ccnc12 in Dynein transport cytoplasmic EGFP: -0.22
# Value of COc1cc(OCC(N)=O)cc(OC)c1OC in LYP phosphatase: -8.2%

# A run of entries taken from the entries so far, for reference:
SMILES,SIAH1 antagonists,Dynein transport,Dynein transport cytoplasmic EGFP,Dynein transport nuclear GR-EGFP,Dynein transport cell count,LYP phosphatase,P. falciparum M17LAP,human PMI inhibitors,XIAP antagonists,M1AAP inhibition,AID2073,human PMI inhibition
Cc1ccc(S(=O)(=O)Cc2sc3ccccc3[n+]2C)cc1,1.0%,-1.7,0.138,-0.8,1.06,-10.8%,-4.3%,-3.3%,-8.0%,15.2%,-32.5%,-9.0%
O=c1cc(Nc2ccc3c(c2)OCCO3)[nH]c(=O)n1-c1ccc(Cl)cc1,4.9%,-0.558,-0.119,-0.178,0.139,-0.4%,0.3%,8.0%,-8.4%,2.2%,5.7%,1.6%

# Source: PubChem (several laboratories)
